APJ antagonist – antagonists of human apelin receptor APJ, primary screen, CHO-K1 cells, beta-arrestin complementation, luminescence; P35414; inhibition, % at 20 µM; actives 0.32% (n = 330,000); AID 2521, 2010;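 active = inhibition above about 40% at 20 µM, limit read from the data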;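 also: cells challenged with 10 nM apelin-13 agonist together with compound; plate controls were apelin-13 plus DMSO wells for no effect and DMSO wells lacking apelin-13 for full effect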
Jurkat NFkB inh – inhibitors of induced NF-kB luciferase reporter, primary screen, TCR NF-kB activation inhibitor project, cell-based, luminescence, uHTS; Jurkat, PMA/ionomycin-induced NF-kB luciferase reporter; inhibition, % at 4 µM; actives 0.53% (n = 330,000); AID 435003, 2010; in the data active = inhibition above about 50%
UBC13 polyUb – UBC13 polyubiquitin chain formation inhibitors, primary screen, biochemical, TR-FRET, uHTS. Ubiquitin-conjugating enzyme E2 N (Homo sapiens), P61088. inhibition, % at 20 µM. actives 0.47% (n = 330,000); in the data active = inhibition above about 45%, passing the limit was not always enough; inconclusive = no clear call, values can overlap the other calls
Target sequence (P61088 whole entry, looked up): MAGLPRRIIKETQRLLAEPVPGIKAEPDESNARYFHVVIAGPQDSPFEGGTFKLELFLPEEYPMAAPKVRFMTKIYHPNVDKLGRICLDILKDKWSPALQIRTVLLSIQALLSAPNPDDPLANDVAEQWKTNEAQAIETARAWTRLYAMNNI
697 NFkB inh – inhibitors of PMA/ionomycin-induced NF-kB reporter, 697 cells, primary screen, B-cell NF-kB inhibitor project, cell-based, luminescence, uHTS; AID 435022, 2010; actives 0.33% (n = 330,000); inhibition, % at 4 µM; 697 B-cell NF-kB luciferase reporter, 16 h; in the data active = inhibition above about 35%
EBI2 antag – EBI2 receptor antagonists, beta-arrestin recruitment, primary screen, cell-based, luminescence, 7a,25-OHC stimulation, uHTS; G-protein coupled receptor 183 (Homo sapiens), P32249; 7a,25-OHC stimulated; actives 0.81% (n = 360,000); inhibition, % at 5 µM; in the data active = inhibition above about 38%;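 also: enzyme fragment complementation signal reports receptor beta-arrestin coupling in cells; 0% = agonist plus DMSO wells and 100% = wells without agonist; some results beyond the cut were filed as inactive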
Gli-Sufu antag – Gli-Sufu pathway antagonists, primary screen, luciferase luminescence, Sufu-KO-LIGHT cells, uHTS | inhibition, % at 5 µM | Sufu-KO-LIGHT fibroblasts, Gli luciferase reporter luminescence | actives 0.74% (n = 340,000) | AID 588413, 2011;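 active = inhibition above about 55%, limit read from the data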;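 also: 0% = DMSO-treated cells and 100% = wells with medium but no cells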
CCR6 antag – CCR6 receptor antagonists, primary screen, cell-based, CHO-K1, luminescence, beta-arrestin, uHTS; C-C chemokine receptor type 6 (Homo sapiens), P51684; CHO-K1 CCR6 PathHunter beta-arrestin, CCL20-stimulated; inhibition, % at 20 µM; actives 0.49% (n = 340,000); AID 493098, 2011;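 active = compounds whose inhibition of the agonist-driven luminescence signal at 20 µM reaches about 50%, limit read from the data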;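 also: cells stimulated with CCL20 at 14 nM final; plate controls were DMSO with CCL20 for no effect and DMSO without agonist for full effect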
Target sequence (P51684 whole entry, looked up): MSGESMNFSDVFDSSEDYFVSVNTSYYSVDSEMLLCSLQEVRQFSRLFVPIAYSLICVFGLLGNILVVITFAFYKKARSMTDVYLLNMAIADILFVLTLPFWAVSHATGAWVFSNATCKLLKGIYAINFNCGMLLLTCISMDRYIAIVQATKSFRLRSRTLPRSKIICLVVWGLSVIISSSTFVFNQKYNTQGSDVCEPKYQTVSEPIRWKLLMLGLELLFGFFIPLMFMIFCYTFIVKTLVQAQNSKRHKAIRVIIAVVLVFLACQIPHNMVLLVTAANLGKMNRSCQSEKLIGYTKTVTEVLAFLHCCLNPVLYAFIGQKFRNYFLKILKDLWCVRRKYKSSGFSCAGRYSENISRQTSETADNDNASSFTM
CXCR6 block – CXCR6 receptor inhibitors, primary screen, cell-based, beta-arrestin, luminescence, CHO-K1 PathHunter, 1536-well | inhibition, % at 20 µM | C-X-C chemokine receptor type 6 (Homo sapiens), O00574 | actives 0.36% (n = 360,000) | AID 602244, 2012; in the data active = inhibition above about 34%, passing the limit was not always enough;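 also: antagonist mode with CXCL16 agonist at 10 nM final; 0% = 10 nM CXCL16 with DMSO and 100% = unstimulated wells without agonist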
Target sequence (O00574 whole entry, looked up): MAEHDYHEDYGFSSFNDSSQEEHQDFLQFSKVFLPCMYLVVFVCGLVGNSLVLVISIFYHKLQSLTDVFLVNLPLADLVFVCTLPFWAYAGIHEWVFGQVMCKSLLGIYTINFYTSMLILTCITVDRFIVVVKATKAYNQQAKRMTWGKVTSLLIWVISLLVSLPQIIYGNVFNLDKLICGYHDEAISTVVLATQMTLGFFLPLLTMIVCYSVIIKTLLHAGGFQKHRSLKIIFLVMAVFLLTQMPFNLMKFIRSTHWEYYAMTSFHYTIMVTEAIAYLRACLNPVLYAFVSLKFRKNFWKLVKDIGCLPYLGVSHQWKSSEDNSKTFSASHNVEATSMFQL
Starred values were filed as active, the others as inactive; ? = inconclusive; nt = not tested or not shown. Rows were taken by chance; any-hit rate near 3%.

SMILES | APJ antagonist | Jurkat NFkB inh | UBC13 polyUb | 697 NFkB inh | EBI2 antag | Gli-Sufu antag | CCR6 antag | CXCR6 block
Cc1ccc(NC(=O)c2cccc(NC(=O)/C=C/c3ccco3)c2)cc1C | 3.5 | -42.5 | 0.4 | -40.2 | 15.7 | 9.3 | 13.0 | -10.9
O=C(COC(=O)c1cccnc1Cl)NCc1cccs1 | -4.3 | -1.4 | 12.0 | 6.4 | -2.5 | 0.9 | -22.3 | 3.7
Cn1c(SCC(=O)N2CCc3ccccc32)nc2cccnc21 | 5.1 | 2.5 | 8.5 | -10.5 | 6.3 | 3.5 | 3.8 | -4.9
Cc1cc(C)nc(Sc2nc(Nc3ccccc3)nc(Sc3nc(C)cc(C)n3)n2)n1 | -6.1 | 1.7 | -7.1 | -14.6 | -4.0 | 2.9 | -12.1 | -4.6
Cc1occc1C(=O)N=Nc1c(O)[nH]c2ccc(Br)cc12 | 12.3 | -62.0 | -11.4 | -67.7 | nt | nt | nt | nt
CC(=O)c1c(N(C)C)ccnc1C(F)(F)F | -4.1 | 8.0 | 4.4 | 13.7 | -17.5 | -0.7 | -2.1 | -3.1
Cc1ccc(Sc2c(C)nn(C(=O)C3CC3)c2C)cc1 | nt | nt | nt | nt | 3.4 | 0.9 | 15.5 | 0.6
Cc1cc(C)c(S(=O)(=O)N(C)CC(N)=O)c(C)c1 | -46.2 | -25.2 | -3.8 | -32.1 | -1.1 | 3.5 | -7.9 | 1.4
N#Cc1ccc(C(=O)CSc2nnc(-c3ccc(C(F)(F)F)cn3)s2)cc1 | -11.7 | -7.6 | -6.4 | 10.4 | 4.0 | -0.7 | 5.2 | -5.8
CCCS(=O)(=O)c1ccc(COC(=O)c2cccc(NC(=O)C(C)C)c2)cc1 | -7.7 | 13.5 | 3.6 | 3.5 | -3.5 | 4.8 | 16.7 | -4.4
O=C(Cc1ccccc1F)OCC(=O)N1CCc2ccccc21 | 18.0 | -11.4 | 1.5 | 2.1 | -16.0 | -3.3 | 6.7 | -5.1
CC(=O)Oc1ccc(/C=C(\NC(=O)c2ccco2)C(=O)Nc2ccc(C(C)=O)cc2)cc1 | -1.4 | 12.0 | 0.4 | -30.8 | -6.2 | 1.9 | -7.4 | -10.6
Cc1ccc(C(=O)NCC(=O)OC(C)C(=O)Nc2ccccc2[N+](=O)[O-])s1 (stereo unspecified) | 0.8 | 12.1 | 12.5 | 9.3 | 0.6 | 4.2 | -0.1 | 0.1
COc1ccc(CNc2nc3ccccc3s2)cc1OC | -20.0 | -33.2 | -6.5 | -67.4 | 3.3 | -30.1 | 4.7 | -7.0
O=c1[nH]c2ccsc2c(=O)n1CCO | 2.6 | -20.0 | 3.7 | 18.5 | -7.6 | 4.6 | 3.8 | 8.1
CCOC(=O)c1cccc(NC(=O)Nc2cc(OC)ccc2OC)c1 | -9.4 | 2.4 | 8.7 | 9.8 | 7.7 | -13.0 | 6.7 | -3.9
CCOC(=O)Cn1nnc(-c2ccccc2)n1 | 10.9 | -2.1 | -1.9 | -3.2 | -2.4 | -4.0 | -12.4 | -9.0
COc1ccc(NS(=O)(=O)c2ccc(F)c(Cl)c2)cn1 | 10.6 | -0.8 | -15.4 | 15.6 | -8.6 | -9.2 | -0.8 | 5.5
COc1ccccc1-c1cc(C(=O)Nc2c(C)n(C)n(-c3ccccc3)c2=O)no1 | 4.8 | 0.8 | -4.4 | 8.7 | -4.3 | -2.6 | -8.0 | -11.0
COc1ccc(NC(=O)CN(C)C(=O)c2ccc3[nH]c4c(c3c2)CC(C)CC4)cc1 (stereo unspecified) | 16.3 | 20.7 | 4.8 | 5.6 | 11.4 | 7.2 | -4.8 | -4.6
CC(C)(CC(=O)N1CCN(c2ccc(Cl)cc2)CC1)CC1=NS(=O)(=O)c2ccccc2N1 | -11.3 | 4.7 | 4.0 | -14.0 | 0.1 | 48.0 | -9.4 | -10.1
O=C(O)CSc1cn(Cc2ccccc2)c2ccccc12 | 12.3 | -6.3 | -1.8 | -13.2 | -7.6 | -13.4 | 13.8 | 8.9
CCn1nc(C)c(NC(=O)/C=C/c2cnn(C)c2C)c1C | -21.7 | -2.4 | 3.6 | -4.5 | -8.7 | -7.7 | 2.3 | -2.9
COc1cccc(NC(=O)[C@H](C)NC(=O)N2CCn3c2nc2ccccc23)c1 | -11.5 | 8.9 | 5.3 | 7.5 | -11.3 | 4.9 | -3.7 | -13.5
COc1ccc(/C=N/NC(=O)c2ccc(O)cc2)cc1CN1CCCc2ccccc21 | -33.0 | 1.9 | -7.5 | 14.9 | -10.4 | 9.6 | -8.4 | 6.8
CCn1cc(S(=O)(=O)NCCc2ccc(F)cc2)cn1 | -2.2 | -5.6 | -1.8 | 5.2 | 0.4 | 3.9 | -6.6 | -1.5
O=C(N/N=C/c1cccc(Oc2ccccc2)c1)c1ccccc1Br | -15.3 | -3.4 | ? | -60.3 | 6.6 | 35.0 | 8.5 | -10.3
CCCCNC(=O)CSc1ccc(S(=O)(=O)N2CCOCC2)cn1 | -8.8 | -17.1 | -1.6 | 1.1 | -3.3 | -4.2 | 1.2 | 2.6
Cc1ccc(S(=O)(=O)N(C)c2ccc(C(=O)N(CC(C)C)C3CCS(=O)(=O)C3)cc2)cc1 (stereo unspecified) | 8.9 | 9.3 | 9.8 | -6.7 | -2.3 | 6.4 | 8.2 | -3.2
O=C(NCc1cccc(C(F)(F)F)c1)C1CCC(=O)N(C2CCCCCC2)C1 (stereo unspecified) | 9.9 | 20.7 | 2.2 | 0.7 | 3.1 | -5.2 | -15.8 | 7.4
Cc1ccc(CN(Cc2ccc(C)o2)C(=S)NCC(=O)O)cc1 | -4.8 | -5.3 | -2.2 | 15.6 | -19.8 | -1.8 | -4.5 | -1.9
CNC(=S)N/N=C/c1ccc(N(C)C)cc1 | -18.4 | -77.8 | -9.6 | -53.4 | 3.1 | -25.8 | -0.4 | -2.5
O=S(=O)(Cc1nnnn1-c1ccccc1)c1ccc(F)cc1 | 3.6 | -4.5 | -1.3 | 14.9 | 6.3 | 3.4 | -0.2 | -14.9
Cc1cccn2c(=O)c3cc(C(=O)NCc4cccnc4)c(=N)n(C(C)C)c3nc12 | 2.7 | -3.8 | 9.2 | 6.0 | 11.7 | 9.7 | 3.6 | 1.8
COC(=O)c1cc(C)nc2c1C(=O)C(=O)C=C2N1CCOCC1 | -12.1 | 33.1 | -202.4 | -54.1 | -18.1 | 10.4 | 10.0 | -13.0
COCCSc1ccccc1C(=O)N1CCC(Cc2ccccc2)CC1 | 4.3 | 8.4 | 7.6 | -7.0 | 7.9 | -4.4 | 8.9 | 3.0
O=C(NCC1CCCO1)c1cc(S(=O)(=O)N2CCCCC2)ccc1Cl (stereo unspecified) | 3.0 | 7.3 | -6.8 | 11.0 | 0.7 | -2.8 | 2.7 | 9.4
Cn1nnnc1SCC(=O)N1CCN(c2ccc(Cl)cc2)CC1 | -3.6 | -5.4 | -2.7 | -6.5 | -4.3 | 1.2 | -3.3 | -8.0
O=C(NCCNCC(O)COc1ccc(O)cc1)N1CCOCC1 (stereo unspecified) | nt | nt | nt | nt | 1.2 | 1.7 | -0.2 | -0.4
Cc1nc2sccn2c1-c1nc(-c2cc3ccccc3o2)cs1 | 8.2 | 5.3 | 8.4 | -3.0 | 31.0 | 24.6 | -6.4 | -6.8
Cc1ccc(S(=O)(=O)C(C#N)c2nc3ccccc3nc2N2CCCC2)cc1C (stereo unspecified) | -91.7 | 1.4 | -21.2 | 18.6 | 3.7 | 4.6 | -7.6 | 6.6
COc1ccc([C@H]2CC(=O)C=C(c3ccc4ncccc4c3)C2)cc1OC | 6.5 | 19.5 | 0.2 | -9.9 | 47.3* | 10.0 | 16.1 | 1.4
CC1CCCN(CCCNC(=O)c2ccc3c(c2)N(Cc2ccc(F)cc2)C(=O)c2ccccc2S3=O)C1 (stereo unspecified) | -6.6 | -11.1 | 9.9 | -52.0 | 5.6 | 65.7* | 25.5 | 16.0
CCc1ccc(S(=O)(=O)NCc2cccs2)cc1 | 7.4 | 13.6 | 0.1 | 4.7 | -3.6 | 0.9 | 2.7 | -9.1
COC(=O)c1ccc(C(=O)Nc2ccc3nc(-c4ccncc4)[nH]c3c2)cc1 | -9.3 | 12.3 | 0.7 | -27.1 | 2.7 | -7.3 | -2.4 | 10.2

Two consecutive compounds already listed, quoted:
SMILES | APJ antagonist | Jurkat NFkB inh | UBC13 polyUb | 697 NFkB inh | EBI2 antag | Gli-Sufu antag | CCR6 antag | CXCR6 block
CCc1ccc(S(=O)(=O)NCc2cccs2)cc1 | 7.4 | 13.6 | 0.1 | 4.7 | -3.6 | 0.9 | 2.7 | -9.1
COC(=O)c1ccc(C(=O)Nc2ccc3nc(-c4ccncc4)[nH]c3c2)cc1 | -9.3 | 12.3 | 0.7 | -27.1 | 2.7 | -7.3 | -2.4 | 10.2

Other records.
SMILES | APJ antagonist | Jurkat NFkB inh | UBC13 polyUb | 697 NFkB inh | EBI2 antag | Gli-Sufu antag | CCR6 antag | CXCR6 block
CCC1(CC)NC(=O)N(CC(=O)OCC(=O)Nc2ccc(OC(F)(F)F)cc2)C1=O | -44.9 | -11.8 | -14.0 | 2.2 | 3.6 | 3.1 | 1.9 | -3.8
CC(=O)c1ccc(S(=O)(=O)N(CC(=O)NC2CC2)Cc2ccc(F)cc2)cc1 | 1.0 | -2.3 | -0.7 | -2.3 | 7.9 | -23.9 | 18.9 | 7.4
CC(NCCS(=O)(=O)c1ccc(Cl)cc1)c1cccc(Cl)c1 (stereo unspecified) | 19.7 | 15.7 | 1.9 | 10.6 | 73.5* | nt | 11.2 | 3.6
CCOc1ccc(-c2csc(NC(=O)CSCC(=O)O)n2)c2ccccc12 | 4.0 | 1.8 | -7.9 | 15.3 | 0.0 | 2.1 | 11.6 | -9.6
O=C(Cc1ccccc1)NCC(=O)OCC(=O)c1ccc(F)cc1 | 21.5 | 7.8 | 0.9 | 0.8 | -6.0 | -5.1 | -5.5 | 7.0
CCc1c(N)nc(N)nc1Nc1ccc(C)c(C)c1 | nt | nt | nt | nt | -7.3 | 7.0 | 0.7 | -3.2
CCN(Cc1ccccc1)C(=O)c1cccc(OC2CCN(C(=O)C3CC3)CC2)c1 | 16.5 | 1.2 | -7.2 | -32.1 | 15.4 | 0.3 | 19.8 | -0.5
Cc1nc(Cl)cc(N/N=C/c2ccccc2)n1 | -3.6 | 9.5 | 11.0 | -5.2 | -3.0 | -0.3 | 7.4 | -5.3
O=C(NC(Cc1ccccc1)c1nc2ccccc2[nH]1)c1cccc([N+](=O)[O-])c1 (stereo unspecified) | -10.9 | -3.5 | 3.0 | 8.3 | 6.8 | -6.2 | 17.8 | 0.4
Cc1nnc(Nc2ccc(C(=O)O)cc2)[nH]c1=O | 3.9 | 3.9 | -32.7 | 19.9 | -2.9 | 16.4 | 3.1 | -0.4
O=C(NCCCN1CCOCC1)c1ccc(CS(=O)(=O)c2ccc(Br)cc2)o1 | 3.2 | -22.7 | 1.9 | -15.1 | -2.4 | 6.3 | 2.9 | -0.9
COC(=O)CCC1(C(N)=O)CCC(=O)c2ccccc21 (stereo unspecified) | nt | nt | nt | nt | 0.0 | -33.0 | -6.3 | 6.9
CC(C)(c1ccccc1)c1ccc(OCCn2cnc3ccccc3c2=O)cc1 | -11.1 | 2.4 | -0.3 | -11.5 | -3.3 | -44.7 | 8.2 | 1.7

Screens as filed in PubChem BioAssay.
